S-ASM inh – inhibitors of human secretory acid sphingomyelinase; P17405; placental ASM, HMU-PC fluorogenic substrate, 60 min; Potency, µM (titrated, usually from 57.5 µM), inactives show top-dose activity change, negative = inhibition, hits mostly inhibitors; actives 0.006% (n = 340,000); AID 504937; also: potency is read from the fitted curve at half-maximal effect
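Human placenta-derived ASM enzyme was preincubated with compound for 10 minutes at room temperature, then given fluorogenic substrate HMU-PC0 (9 uM final) for 60 minutes at 37 °C; a pH 10 stop preceded fluorescence reading at Ex 386/Em 447 nm.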
BCR signal inh – inhibitors of chronic active B-cell receptor signaling; ABC-DLBCL IkBa-CBG/CBR reporter, luminescence ratio, 4 h; Potency, µM (titrated, usually from 46.1 µM), inactives show at the highest dose ratio change, negative = lower green/red ratio, hits mostly inhibitors; actives 0.05% (n = 340,000); active = well fitted inhibition curve with a large enough effect in the signal ratio, with a control signal flat, not every such curve was filed as active; inconclusive = small, poorly fitted or top-dose-only effect, or effect the other way, or a change in a side signal; the % refers to the signal ratio;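 also: potency is read from the fitted curve at half-maximal effect; plate controls were basal doxycycline-induced cells for no effect and cells given 10 µM MG132 for full effect; MG132 reads +100%, hits lower the ratio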
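Compounds up to 46 uM were incubated four hours with TMD8 cells whose green CBG68 luciferase is fused to IkappaBalpha; red CBR luminescence normalised the signal, and concentration-effect curves were fitted to fusion, red and ratio data.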
PTAP TSG101 blk – blocks PTAP/TSG101 interaction to inhibit HIV-1 budding | Q99816 | Fluorescence polarization, FITC-PTAP peptide / Tsg101 binding | Potency, µM (titrated, usually from 115 µM), without a hit: at the highest dose activity change, negative = inhibition, usual class: inhibitors | 340,000 tested, under 10 active; active = well fitted inhibition curve with a large enough effect in the main read-out, with a control signal flat, not every such curve was filed as active; inconclusive = small, poorly fitted or top-dose-only effect, or effect the other way, or a change in a side signal; inactive = no such curve, though single readings can be large or run the other way; also: potency is read from the fitted curve at half-maximal effect; % of control where 0% means no effect
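Compounds were pin-transferred onto Tsg101 binding domain (10 uM final) in HEPES pH 7.5 buffer, then FITC-PTAP peptide was added at 50 nM final. After 20 min at RT, polarization reported peptide displacement across a qHTS concentration series.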
Menin-MLL TR inh – inhibitors of human menin-MLL interaction, mutant MLL peptide | Menin + Texas Red MLL mutant peptide, fluorescence polarization | Potency, µM (highest dose often 61.6 µM), for inactives: at the top dose FP activity change, negative = inhibition, most hits filed as inhibitors | actives 0.23% (n = 270,000); active = well fitted inhibition curve with a large enough effect in the polarisation, with a control signal flat, not every such curve was filed as active; inconclusive = small, poorly fitted or top-dose-only effect, or effect the other way, or a change in a side signal; inactive = no such curve, though single readings can be large or run the other way; the % refers to the polarisation; also: potency is read from the fitted curve at half-maximal effect; % of control where 0% means no effect; many of its hits are not listed in these tables
B2AR arrestin – agonists driving beta-arrestin recruitment to human beta2-adrenergic receptor | P07550 | beta-arrestin recruitment to beta2AR, cell-based reporter | Potency, µM (top dose mostly 46.1 µM), for the others: at the highest dose activation, hits mostly activators | actives 0.02% (n = 330,000);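 also: potency is read from the fitted curve at half-maximal effect; 0% = DMSO controls and full agonism = EC100 isoproterenol or metaproterenol; nearly all actives have a fitted effect of over 65% in size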
Target sequence (P07550 whole entry, looked up): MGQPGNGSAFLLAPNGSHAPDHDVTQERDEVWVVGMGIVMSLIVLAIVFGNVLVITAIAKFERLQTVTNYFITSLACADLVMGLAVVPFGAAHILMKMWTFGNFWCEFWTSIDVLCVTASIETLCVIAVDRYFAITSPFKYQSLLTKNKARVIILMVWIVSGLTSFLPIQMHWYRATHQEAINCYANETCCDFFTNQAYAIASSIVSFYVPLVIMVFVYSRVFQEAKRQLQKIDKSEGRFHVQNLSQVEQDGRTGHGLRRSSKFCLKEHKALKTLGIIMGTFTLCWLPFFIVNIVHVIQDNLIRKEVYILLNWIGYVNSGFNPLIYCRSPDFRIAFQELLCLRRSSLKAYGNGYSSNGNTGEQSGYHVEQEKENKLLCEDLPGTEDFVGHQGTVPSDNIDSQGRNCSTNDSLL
Tb PFK inh – inhibitors of T. brucei phosphofructokinase. O15648. T. brucei PFK, ADP-Glo luminescence. Potency, µM (series often up to 57.5 µM), for inactives: at the top dose activity, negative = inhibition, most hits filed as inhibitors. actives 0.17% (n = 330,000). AID 485367;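 also: potency is read from the fitted curve at half-maximal effect; 0% = uninhibited 1x PFK enzyme wells and -100% = no-enzyme wells; nearly all actives have a fitted effect of over 60% in size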
Target sequence (O15648 whole entry, looked up): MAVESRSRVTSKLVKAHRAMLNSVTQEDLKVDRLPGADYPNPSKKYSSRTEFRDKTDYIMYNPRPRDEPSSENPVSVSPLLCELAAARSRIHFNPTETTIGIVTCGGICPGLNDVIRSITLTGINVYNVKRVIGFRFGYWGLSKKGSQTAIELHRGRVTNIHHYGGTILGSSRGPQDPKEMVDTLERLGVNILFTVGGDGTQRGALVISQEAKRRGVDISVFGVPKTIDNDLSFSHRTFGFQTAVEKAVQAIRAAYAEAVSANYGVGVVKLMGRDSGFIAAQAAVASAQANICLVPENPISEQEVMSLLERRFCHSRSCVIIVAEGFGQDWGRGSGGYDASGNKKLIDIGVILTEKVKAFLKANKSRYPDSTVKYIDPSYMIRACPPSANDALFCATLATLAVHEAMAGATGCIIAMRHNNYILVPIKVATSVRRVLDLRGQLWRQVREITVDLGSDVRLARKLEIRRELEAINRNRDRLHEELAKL
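Activity is normalized to no-enzyme wells (full inhibition) and 1.25 nM enzyme wells (no inhibition). Reaction: 0.5 mM F6P, 0.1 mM ATP, 45 min RT, ADP-Glo luminescence; concentration-response curves fitted and classed by quality.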
GALK inhibitor – blocks human galactokinase activity | P51570 | Purified GALK, Kinase-Glo residual ATP luminescence | Potency, µM (titrated, usually from 57.5 µM), for inactives: at the top dose activity change, negative = inhibition, most hits filed as inhibitors | actives 0.007% (n = 270,000); also: potency is read from the fitted curve at half-maximal effect; % is scaled to controls: 0 for no effect and ±100 for the full control effect
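The enzyme phosphorylates galactose (100 uM) using ATP (35 uM); inhibition is detected as higher residual ATP, quantified by bioluminescence after 1 h reaction at room temperature, pH 8.0.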
FBPA coupling cs – counter-screen for Giardia aldolase inhibitors: coupling enzyme system. coupling enzyme system counterscreen, AmpLite Red fluorescence. activity change, negative = inhibition, % at 58.2 µM, hits read low. actives 0.67% (n = 290,000). AID 2472; in the data active = activity change below about -30%; also: % is scaled to controls: 0 for no effect and ±100 for the full control effect
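Fluorescence at 525 nm excitation and 598 nm emission measured inhibition of the coupled detection system without aldolase. Compounds (at 57.5 uM final) were preincubated 10 min at room temperature with coupling enzyme reagent before a 20 min substrate/AmpLite Red step.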
Giardia kill – kills Giardia lamblia | Giardia lamblia trophozoite viability | activity change, % at 7.66 µM, hits read low | actives 0.15% (n = 340,000) | AID 540267; in the data active = activity change below about -80%; inconclusive = between about -30% and that limit;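 also: parasites exposed to compound for two days anaerobically before the ATP read; % is scaled to controls: 0 for no effect and ±100 for the full control effect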
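Giardia trophozoites, 100 cells per well, were exposed to compounds for 48 hrs at 37 deg C under anaerobic conditions; viability was then read as ATP content by bioluminescence after 15-30 min at room temperature.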
a7 integrin act – activates integrin-mediated alleviation for muscular dystrophy. alpha7betagal myoblasts, beta-gal FDG fluorescence, 48 h. Potency, µM (top dose mostly 38.3 µM), without a hit: at the highest dose activation, most hits filed as activators. actives 0.064% (n = 350,000). AID 624291;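 also: potency is read from the fitted curve at half-maximal effect; 100% = response of the positive control SU9516; nearly all actives have a fitted effect of over 60% in size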
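alpha7betagal+/- myoblasts (passage 13, 250/well) treated 48 h at 37C with compounds at 1:260 dilution of DMSO stock. Lysed, then beta-galactosidase activity read as FDG fluorescence (ex 480/em 540) after 30 min, with pre-read for autofluorescence.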
PKM2 activator – PKM2 (human) enzyme activation | actives 0.34% (n = 260,000) | purified PKM2, Kinase-Glo ATP luminescence, activation; response scale: 0% is enzyme alone, no compound | P14618 | AID 1631 | Potency, µM (series often up to 57.5 µM), inactives show at the top dose activation, hits mostly activators; also: potency is read from the fitted curve at half-maximal effect; % is scaled to controls: 0 for no effect and ±100 for the full control effect; nearly all actives have a fitted effect of over 55% in size
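ATP formation by purified human PK-M2, quantified via coupled luciferase luminescence after 1 h at room temperature with 0.1 mM ADP and 0.5 mM PEP final.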
Active calls of the source: *; ? = inconclusive; . = no result given; [ ] = dose if it differs, or a comment. Unless noted, calls follow the shape of the dose curve; as a rule, active = well fitted curve in the direction sought with a large enough effect; inconclusive = small, poorly fitted or top-dose-only effect, or another doubt; inactive = no such curve, though single readings can be large; an effect the other way counts as inactive or inconclusive. These rows are one share of the data, so the mix of outcomes need not match the whole.

SMILES | S-ASM inh | BCR signal inh | PTAP TSG101 blk | Menin-MLL TR inh | B2AR arrestin | Tb PFK inh | GALK inhibitor | FBPA coupling cs | Giardia kill | a7 integrin act | PKM2 activator
O=C1CN(C(=O)c2cccc(S(=O)(=O)N3CCCC3)c2)c2ccccc2N1 | 3% | 2% | -1% | . | -0.4% | -8% | 5% | 2 | 2 | -2% | -2%
COc1ccc(-c2c(-c3cc(OC)cc(OC)c3)n(C)c3ccc(-c4ccc(OC)nc4)cc23)cc1 | 39% | 6% | -1% | . | -0.2% | 2% | . | . | 16 | -3% | .
O=C(N/N=C/c1cccnc1)c1ccc(CN2c3cccc4cccc(c34)S2(=O)=O)cc1 | 24% | -20% | -3% | 27% | 0.3% | -2% | 3% | -4 | -15 | -38% | 3%
COC(=O)c1c(O)c2ccccc2[nH]c1=O | 3% | ? | -3% | -10% | -0.2% | 2% | -1% | -4 | 1 | 18% | 1%
CC(C)Sc1nnc(-c2c[nH]c3ccccc23)n1C | 0% | 13% | -1% | 4% | 0.3% | 1% | 1% | 2 | -28 | 17% | -4%
COn1c(-n2nc(C)cc2C)nc2ccccc2c1=O | 1% | -2% | -9% | -22% | -0.8% | 4% | -1% | 4 | -18 | 3% | -1%
COC(=O)C1=C(C(=O)OC)C2(OC1c1cccc(F)c1)C(=O)c1ccccc1C2=O (stereo not given) | -1% | 6% | -3% | -4% | 0.1% | 2% | -1% | 4 | -1 | 11% | 0%
N#CCC(=O)N/N=C/c1ccc(OCc2ccccc2)cc1 | 0% | 13% | 6% | -18% | 3.4% | -1% | -2% | -1 | 24 | 7% | -2%
CC12CCC(=O)N1C(C(=O)Nc1cccc(S(=O)(=O)N3CCCCC3)c1)CS2 (stereo not given) | 0% | -3% | -3% | . | -0.2% | -2% | . | . | -11 | 30% | .
COc1ccc(C(=O)NNC(=O)CCCCC(=O)NNC(=O)c2ccc(OC)cc2)cc1 | -5% | 5% | -2% | 15% | 0.2% | -2% | -1% | 5 | 11 | ? | 9%
O=C(Cn1c(=O)n(-c2ccccc2)c(=O)c2sccc21)NCc1ccccc1 | 0% | ? | 1% | 0% | -0.2% | 1% | -3% | 2 | -15 | 17% | -9%
Cc1cc(C)cc(NC(=O)CSc2nc3nc(C)cc(C)n3n2)c1 | -1% | 0% | -2% | . | 0.2% | 3% | . | . | 0 | 24% | .
CCOC(=O)c1cc(C)n(-n2cnnc2)c1C | 5% | 1% | -2% | -13% | -0.4% | 2% | -2% | 0 | -11 | -12% | 1%
C=CCN1CC(c2nc3ccccc3n2CCOc2ccccc2)CC1=O (stereo not given) | 0% | -10% | -3% | ? | -0.1% | -3% | -2% | 0 | 5 | -28% | -12%
O=C(NC1CCCCC1)C(c1ccccc1)N(Cc1cccnc1)C(=O)c1csnn1 (stereo not given) | -1% | 8% | 2% | 0% | 0.0% | 4% | 0% | -1 | -6 | 0% | 5%
Cc1ccsc1C(=O)Nc1nnc(-c2ccco2)o1 | 0% | ? | -2% | -3% | 0.2% | 6% | 0% | 2 | 8 | -36% | -6%
COc1ccc([N+](=O)[O-])cc1NC(=O)c1ccc(C)o1 | 4% | 6% | -2% | -5% | -0.9% | 0% | 3% | 0 | -17 | -2% | 0%
CC(=O)Nc1ccc(NC(=O)c2ccc(NS(=O)(=O)c3cccc4cccnc34)cc2)cc1 | -2% | ? | -4% | ? | 0.5% | -3% | . | 1 | 8 | -12% | .
COc1ccc2[nH]c(=O)c(CN(C(=O)NC3CCCCC3)C3CCCCC3)cc2c1 | 2% | -5% | -4% | -6% | -0.3% | 5% | 4% | 3 | 25 | 0% | 2%
COc1cc(/C=C2/SC(=S)N(Cc3ccccc3)C2=O)ccc1O | -5% | ? | -5% | ? | 0.7% | -10% | 9% | 1 | 6 | -57%[inhibitor] | 14%[11.5 µM]
COc1ccc(-c2coc3cc4oc(=O)c(CC(=O)O)c(C)c4cc23)cc1 | 40%[activator] | 9% | -10% | -10% | -0.2% | 0% | -1% | 10 | 19 | 2% | .
O=C(NCCc1nc(-c2ccccc2)cs1)c1ccc(Br)cc1 | -6% | 5% | -5% | 3% | -1.2% | 3% | 0% | -2 | -9 | 45% | -1%
CCOC(=O)C(/C=C(\C#N)C(=O)OCC)=C(/N)N1CCN(c2ccc(Cl)cc2)CC1 | -17% | -23% | -7% | 6% | -0.1% | 0% | 0% | 0 | 2 | 15% | 4%
COc1ccc(CN2CC[C@@H](N3CCOCC3)[C@H](O)C2)cc1F | 4% | -2% | -3% | -7% | -0.2% | 1% | 5% | 1 | -2 | 2% | -3%
COc1ccc([C@H]2CC(=O)C=C(c3ccc(C)c4ccccc34)C2)cc1 | -9% | 7% | -2% | . | 0.1% | 1% | . | . | -9 | -1% | .
SMILES | S-ASM inh | BCR signal inh | PTAP TSG101 blk | Menin-MLL TR inh | B2AR arrestin | Tb PFK inh | GALK inhibitor | FBPA coupling cs | Giardia kill | a7 integrin act | PKM2 activator
Cc1ccc(CC(NC(=O)c2ccccc2)C(=O)NC(Cc2ccccc2)C(=O)O)cc1 (stereo not given) | -2% | 0% | -10% | -1% | -0.1% | -3% | 1% | 7 | 5 | 3% | 1%
Cc1ccc([N+](=O)[O-])cc1NC(=O)c1ccc2c(c1)OCO2 | -3% | -1% | 0% | 18% | -0.4% | -3% | 9% | 0 | 3 | -8% | 5%
c1ccc(CCc2cc3ccccc3[nH]2)cc1 | -4% | ? | -4% | . | -0.1% | 5% | . | . | -24 | -16% | .
O=C1C2C3C=CC(C3=C3CCCCC3)C2C(=O)N1Cc1ccccc1 (stereo not given) | 0% | 3% | -2% | 0% | 0.0% | 0% | 1% | 13 | 3 | 4% | 1%
Cc1cccc(C)c1OCC(=O)NNC(=O)c1ccoc1C | 2% | -2% | 0% | 38%[activator] | -0.2% | 0% | 0% | 0 | 6 | -13% | -9%
Cc1ccc(S(=O)(=O)Nc2ccc(S(=O)(=O)NCC3CCCO3)cc2)cc1 (stereo not given) | -2% | -25% | 0% | 10% | -0.9% | 8% | 6% | 3 | -10 | 0% | 6%
O=S1(=O)CCN(Cc2ccc(Cl)c(Cl)c2)CC1 | -1% | -2% | 0% | 0% | -1.2% | -2% | 3% | -2 | 3 | 4% | -5%
CCOC(=O)N1CCN(C(=O)c2ccc(OCC)c(OCC)c2)CC1 | 0% | -5% | 0% | 1% | -0.2% | 2% | -2% | 2 | -13 | 4% | -14%
Cc1ccc(NC(=O)CS(=O)CC(=O)N(CC(=O)NC2CCCC2)c2cccc(C)c2C)cc1 (stereo not given) | 0% | 1% | -5% | 1% | 0.0% | 0% | 5% | 5 | 22 | -23% | -1%
Nc1ccc(C(=O)N/N=C/c2cccc(Oc3ccccc3)c2)cc1 | -9% | ? | -2% | ? | 0.4% | 0% | -7% | 0 | 11 | -27% | 0%
COC(=O)c1ccc(CNC(=O)c2ccc(NS(=O)(=O)c3ccc4[nH]c(=O)[nH]c4c3)cc2)cc1 | -12% | ? | -1% | . | 0.8% | 1% | . | . | 2 | -1% | .
Cc1cccc(C(=O)Nc2cccc(C(=O)Nc3cc(C)ccn3)c2)c1 | -4% | 10% | -8% | -1% | -0.3% | 1% | -3% | 1 | -13 | ? | 4%
CCOC(=O)c1ccc(NC(=O)CSc2nnnn2CCCO)cc1 | 0% | -3% | -4% | 2% | -0.4% | -4% | 0% | -2 | -22 | -1%[7.66 µM] | -3%
Cc1oc(-c2ccccc2F)nc1CN1CCC(C(=O)NC2CC2)CC1 | 0% | -3% | -4% | 0% | -0.1% | -1% | 1% | 1 | -5 | -8% | 1%
COc1ccccc1NC(=O)N(C1CCCC1)C1CCN(C(C)=O)CC1 | 2% | 3% | 1% | -3% | -0.1% | -1% | -2% | 4 | 6 | -2% | -8%
Cc1cc(C)n(CC(=O)c2ccccc2)c(=O)c1C#N | 4% | -1% | -7% | 4% | 0.0% | 5% | 0% | 3 | 7 | -13% | 1%
CCCOc1ccc(C(F)(F)F)cc1NC(=O)c1cc(C)on1 | 0% | -3% | -1% | . | -0.4% | 3% | . | . | 25 | ? | .
